ERK EGF inh = blocks ERK signaling stimulated by EGF; HEK293-V1b, EGF-stimulated phospho-ERK AlphaScreen; Potency, µM (doses to about 11.5 µM), inactives show top-dose activity change, negative = inhibition, most hits filed as inhibitors; actives 0.41% (n = 130,000); AID 1454; active = well fitted inhibition curve with a large enough effect; inconclusive = small, poorly fitted or top-dose-only effect, or effect the other way;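 note: plate controls were stimulated vehicle wells for no effect and unstimulated vehicle basal for full effect; nearly all actives have a fitted effect of over 55% in size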
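Concentration-response of compounds against EGF-driven ERK phosphorylation in V1b-expressing HEK293 cells; 30 min preincubation, 5 min EGF, AlphaScreen detection; Normalized to DMSO basal and 25 nM EGF.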
* marks the source's active call; other numbers are inactive results; u = inconclusive; [ ] = another dose, or the depositor's remark. Potency is the fitted concentration of half-maximal effect. Some of the compounds tested, so the mix of outcomes need not match the whole.

SMILES | ERK EGF inh
NCCC[C@@H](CC(=O)N[C@@H]1CCCC[C@H]1C(=O)N[C@H](CC(=O)N[C@@H](CCC(=O)O)CC(=O)O)Cc1ccccc1)NC(=O)C[C@H](Cc1c[nH]c2ccccc12)NC(=O)[C@@H]1CCCC[C@H]1N | -0.1%
CS(=O)(=O)NCCn1ccc2ccccc21 | 6.8%
Nc1nc(C(F)(F)F)c(Br)c(=O)n1N | 4.0%
CCN(CC(=O)Nc1ccc(N2CCOCC2)cc1)C(=O)c1ccc(C#N)cc1 | -0.9%
CCC1CCC(C(=O)NNC(=O)c2cc(-c3ccco3)[nH]n2)CC1 (centres undefined) | -2.0%
COc1ccc(NC2=CC(c3ccc(F)cc3)N(c3ccc(OC)cc3)C2=O)cc1 (centres undefined) | -7.0%
O=S(=O)(NCc1csc(-c2cccs2)n1)c1cccs1 | -5.7%[57.5 µM]
CCNC(=O)Nc1cc(OC)c(OC)cc1C(=O)O | 3.7%[57.5 µM]
CSc1ccc(S(=O)(=O)Nc2ccc(OCC(=O)N3CCOCC3)cc2)cc1 | 1.6%
CCOCCCNC(=S)N1CCC(C(=O)c2ccc3c(c2)OCCO3)CC1 | 2.5%
OCCC1CN(Cc2cn[nH]c2C2CCCCC2)CCN1Cc1ccccc1 (centres undefined) | -2.9%
CC(/C=C/c1ccco1)=N\NC(=O)c1cccc(Cl)c1 | 5.6%
Cc1ccsc1C(=O)Nc1ccc(O)c(-c2nc3ccccc3s2)c1 | 6.4%
S=C(NCCc1ccccc1)Nc1ccc(Br)cn1 | 2.2%
CCCC(=O)NC(=S)Nc1ccc(C(C)=O)cc1 | 3.0%
O=C(O)/C(=N/NC(=O)c1ccc(Cl)cc1)c1ccccc1 | 9.6%[57.5 µM]
CC(C)(C)C(=O)NC1(C(F)(F)F)NC(=O)N(Cc2ccccc2)C1=O (centres undefined) | -6.1%[57.5 µM]
CCC(=O)n1nc(-c2ccc(OC)cc2)nc1SC | -1.7%
CCCOc1c(Br)cc(C(N)=O)cc1OCC | -5.8%
CC1(C)Cc2noc(N)c2C(C)(C)N1O | -0.4%
COc1ccc(N(CC(=O)N2CCC(Cc3ccccc3)CC2)S(C)(=O)=O)cc1 | -0.1%
COc1ccccc1C(=O)NC(=S)Nc1ccc(NC(=O)c2cccs2)cc1 | -2.8%
COc1cc2nc(C3CCC3)nc(N3CCN(c4ccccn4)CC3)c2cc1OC | -0.3%
Cc1ccc(OCCSc2nnc(C)c(=O)n2N)cc1 | 0.3%
COc1cccc(N(Cc2nnc3n2CCCCC3)C(=O)Nc2ccccc2)c1 | -6.7%

Continued.
SMILES | ERK EGF inh
O=C(CCC(=O)OCC(F)(F)C(F)F)Nc1ccccc1F | -0.7%
COc1cccc(OC)c1C(=O)Nc1nnc(-c2cccs2)s1 | 5.6%
CCN(CC)CCOC(c1ccccc1)c1ccc(C)cc1 (centres undefined) | 3.2%
NC(=O)c1ccc[n+](CCC[n+]2cccc(C(N)=O)c2)c1 | -26.3%
COC(=O)c1ccc(C2C(Oc3ccc(OC)cc3)C(=O)N2CCc2ccc(OC)c(OC)c2)cc1 (centres undefined) | -2.5%
O=C(COc1ccccc1)NNC(=S)NC(=O)c1ccccc1 | 4.0%
COc1cc2c(cc1OC)C(SC)=NC1(CCCC1)C2 | u
Cc1cc(-c2nnc(CCC(=O)N(C)Cc3ccsc3)o2)no1 | -11.3%
CC(SCc1cc(=O)n2c([nH]c3ccccc32)c1C#N)C(=O)O (centres undefined) | -5.4%
COc1ccc(Cl)cc1N(CC(=O)NC1CC1)S(=O)(=O)c1ccc(C)c([N+](=O)[O-])c1 | -2.6%
O=C(CSc1ncn[nH]1)Nc1ccc(S(=O)(=O)Nc2ncccn2)cc1 | 0.6%
COc1ccc(C(=O)N2CCC3(CCN(C(=O)Nc4cccc(F)c4)CC3)CC2)cc1 | 5.0%
O=C(Nc1cccc(F)c1)c1sc(Cl)nc1-c1ccccc1 | 6.5%
O=S(=O)(NCc1cn2ccccc2n1)c1cccs1 | 5.2%[57.5 µM]
CC(C)(C)NC(=O)NC(=O)COC(=O)CNC(=O)C1CCCCC1 | 3.9%
Cc1nc(S(=O)(=O)Cc2ccccc2Cl)nc2c1CCC2 | 26.5%
COC(=O)c1ccc(CN2[C@@H]3C[C@@H](O)CC[C@@H]3C[C@H]2C(=O)OC)cc1 | 0.8%
C=CCOc1c(Br)cc(CNc2ccc3[nH]c(=O)[nH]c3c2)cc1OCC | -1.1%
Cc1ccc(SCCC(=O)NC2CC2)cc1 | -2.1%
Cc1cccc(NC(=O)CSc2cc(C)c(C#N)c3nc4ccccc4n23)c1 | -0.4%[57.5 µM]
Cc1ccc(S(=O)(=O)/N=C(/c2ccc(F)cc2)N2CCCC2)cc1 | 7.2%
COc1ccc(-c2nnc3ccc(SCC(=O)Nc4nc5ccccc5s4)nn23)cc1OC | 0.3%
Cc1onc(-c2ccccc2)c1C(=O)Nc1ccc(OC(C)C)cc1 | 2.0%
CCCOc1ccc(-c2csc(NC(=O)CN3C(=O)CCC3=O)n2)cc1 | 4.1%
C=CCNC(=O)COC(=O)/C=C/c1cccs1 | -3.7%

(next part)
SMILES | ERK EGF inh
COc1ccccc1CCn1c(=O)c(-c2ccccc2)nc2cncnc21 | -0.2%
O=C(NNc1cc(Cl)ccc1Cl)c1cccs1 | 39.5%[57.5 µM]
N=C1C2=C3Sc4ccccc4N3CCCC2=NN1c1cccc(S(=O)(=O)O)c1 | 12.1%[57.5 µM]
COc1cccc(NC(=O)/C=C/c2ccco2)c1 | 9.4%
O=c1c2ccccc2c(-c2cccc(C(F)(F)F)c2)nn1-c1ccccc1 | 7.0%[57.5 µM]
Cc1occc1C(=O)N/N=C/C(Br)=C\c1ccccc1 | u
O=C(Nc1ccccc1)Nc1ccno1 | 6.0%[57.5 µM]
COc1ccc(OC)c2c1CCC2=O | -8.9%
OC(Cc1cccnc1)(Cc1cccnc1)c1cc2ccccc2[nH]1 | -4.7%
N#Cc1c(-c2ccccc2)no[n+]1[O-] | -3.3%
O=C(CSCc1ccc(Cl)cc1)Nc1ccccc1O | -2.2%
O=C(COc1ccccc1)NCC1CCCO1 (centres undefined) | 2.8%
Cc1cc(C)n(CC2CC(=O)N(c3cc(Cl)cc(Cl)c3)C2=O)n1 (centres undefined) | -8.7%
CCOc1ccc(CNCCNC(=O)c2nonc2N)cc1 | 4.0%
Cc1cc(C(=O)NCCc2ccc(Cl)cc2)n(-c2ccccc2)n1 | 17.2%[57.5 µM]
COc1cccc(/C=N/Nc2snc(SC)c2C#N)c1O | -6.3%
CCCOc1ccc(-c2nc(-c3ccc([N+](=O)[O-])cc3)cs2)cc1 | u
CC(=O)c1ccc(-n2c(SCC(=O)c3c[nH]c4ccccc34)nc3ccccc3c2=O)cc1 | 10.0%
CC1(C)OC(c2ccccc2)=C/C(=C/C=N/NC(=O)c2ccncc2)O1 | 4.9%
CCOc1ccc(Br)cc1CNCCN1CCOCC1 | -3.9%
Cc1nc(SCC(=O)NCc2ccco2)c2c(=O)n(C)c(=O)n(CC(C)C)c2n1 | -0.9%
COC(=O)c1nnn(-c2ccsc2C(=O)OC)c1C(=O)OC | 1.6%
Cc1cccc(C)c1NC(=O)CCn1cnc2ccccc2c1=O | -7.1%
Cc1ccccc1C(=O)Oc1cc(N)n(S(C)(=O)=O)n1 | 1.5%
COC(=O)C1(O)CC(C(C)C)=NN1C(=O)c1ccccc1 (centres undefined) | -2.6%

Later entries:
SMILES | ERK EGF inh
CN1CCN(C(=S)c2cn(Cc3ccccc3F)c3ccccc23)CC1 | -4.6%
CC(=O)c1c(O)cc(C)n(-c2ccc(F)cc2)c1=O | 9.5%
COc1cc(C(=O)Nc2ccccc2N2CCOCC2)ccc1OCc1c(C)noc1C | 5.3%
Cn1nc(C(C)(C)C)c(NC(=O)c2sccc2Cl)c1C(C)(C)C | -5.6%[57.5 µM]
COC(=O)CCC(=O)OC1(C)C(=O)C=C2C=C(C3CC3)N(CCN3CCOCC3)C=C2C1=O (centres undefined) | -4.2%[57.5 µM]
O=C(CCCOc1ccc(Cl)cc1Cl)NCCCn1ccnc1 | 0.6%
CC1CCC(NC(=O)CCNC(=O)c2ccccc2)CC1 (centres undefined) | -1.0%
Cc1ccc([N+](=O)[O-])cc1NC(=O)C(C)N1CCCCC1 (centres undefined) | -14.5%
Cc1sc2nc(CSc3ccccc3)nc(N3CCOCC3)c2c1C | 1.2%
COC(=O)c1cc2c(cc1[N+](=O)[O-])OCO2 | -3.0%
Cc1onc(C(=O)NC(C)c2ccccc2)c1[N+](=O)[O-] (centres undefined) | -1.0%
O=C(Nc1ccn(-c2ccccc2)n1)c1ccccc1Br | 0.5%
Cc1cc(/C=N/O)c(C)n1-c1ccccc1 | 7.5%
N/C(=N\OC(=O)Oc1ccccc1)c1cccc([N+](=O)[O-])c1 | -8.6%
COc1ccc(NC(=S)N(CCN2CCOCC2)Cc2cc3cc4c(cc3[nH]c2=O)OCO4)cc1 | -11.7%
CN(C)C(=O)c1ccc2c(c1[N+](=O)[O-])C(=O)c1ccccc1C2=O | 2.3%
O=C(O)c1ccc(OCC(F)(F)F)nc1 | 4.7%[57.5 µM]
COC(=O)c1ccccc1NC(=O)c1ccccc1N(C)S(=O)(=O)c1ccccc1 | 5.5%
CCON1C(=O)CN(C(=O)OC)C1c1ccc(Cl)cc1Cl (centres undefined) | 1.9%
COc1ccc(Oc2ccccc2C#N)cc1 | -12.7%
FC(F)Sc1ccc(-n2c(-c3ccc(Cl)cc3)c[n+]3c2CCC3)cc1 | 5.2%
CC1Cc2ccccc2N1C(=S)Nc1ccc(S(N)(=O)=O)cc1 (centres undefined) | 7.9%
Cc1nn(C)cc1-c1n[nH]c(=S)n1-c1ccc(Cl)cc1 | 2.4%
CC(=O)c1sc(NC(=O)COc2ccc([N+](=O)[O-])cc2)nc1C | 0.3%
O=C(Nc1nc(-c2ccc3c(c2)OCCO3)cs1)C1CCCC1 | -3.6%

Entries listed so far that have a COOH group:
SMILES | ERK EGF inh
NCCC[C@@H](CC(=O)N[C@@H]1CCCC[C@H]1C(=O)N[C@H](CC(=O)N[C@@H](CCC(=O)O)CC(=O)O)Cc1ccccc1)NC(=O)C[C@H](Cc1c[nH]c2ccccc12)NC(=O)[C@@H]1CCCC[C@H]1N | -0.1%
CCNC(=O)Nc1cc(OC)c(OC)cc1C(=O)O | 3.7%[57.5 µM]
O=C(O)/C(=N/NC(=O)c1ccc(Cl)cc1)c1ccccc1 | 9.6%[57.5 µM]
CC(SCc1cc(=O)n2c([nH]c3ccccc32)c1C#N)C(=O)O (centres undefined) | -5.4%
O=C(O)c1ccc(OCC(F)(F)F)nc1 | 4.7%[57.5 µM]

2 records picked at random from those above:
SMILES | ERK EGF inh
COc1ccc(N(CC(=O)N2CCC(Cc3ccccc3)CC2)S(C)(=O)=O)cc1 | -0.1%
Cc1ccc(SCCC(=O)NC2CC2)cc1 | -2.1%

Next compounds.
SMILES | ERK EGF inh
CC(=O)NC(CC(=O)NCCN1C(=O)S/C(=C\c2ccccc2)C1=O)c1ccccc1 (centres undefined) | 7.5%[57.5 µM]
O=C(c1ccc2c(c1)OCO2)N1CCC2(CC1)Oc1ccc(Cl)cc1C(=O)C21CC(c2cccnc2)=NO1 (centres undefined) | -9.8%[57.5 µM]
CCN(C(=O)COC(=O)c1cc(-c2cccs2)nc2ccccc12)C1CCS(=O)(=O)C1 (centres undefined) | -1.8%
COc1ccc(NC(=O)C(C)NS(=O)(=O)c2ccc(NC(C)=O)cc2)cc1Cl (centres undefined) | -2.5%
COC(=O)c1ccc(OC(=O)C23CCC(C)(C(=O)O2)C3(C)C)cc1 (centres undefined) | 2.9%
COc1ccc(-c2nn(-c3ccccc3)cc2/C=N/NC(=S)NC(C)C)cc1OC | -6.7%
Nc1ccc(-c2nc3cc(N)ccc3s2)cc1 | 3.0%
CC(=O)NNS(=O)(=O)c1ccc(-c2cc(C(F)(F)F)n(C)n2)s1 | -7.3%[57.5 µM]
CCCn1nc(NC(=O)c2cccs2)c2cc3ccc(C)cc3nc21 | u
COc1ccc(C(=O)NCc2nnc(SC)n2C2CCCCC2)cc1 | -6.3%
CCN1CCCC1Cn1c(-c2ccccc2)nc2c(N(CCOC)CCOC)nc(C)nc21 (centres undefined) | 8.2%
COc1ccccc1CNC(=O)CNC(=O)c1cn(-c2ccccc2OC)c(=O)c2ccccc12 | 0.8%
O=C(COC(=O)c1cc(S(=O)(=O)N2CCCC2)ccc1O)Nc1ccc(S(=O)(=O)N2CCOCC2)cc1 | 4.3%[57.5 µM]
CN(c1ccccc1)S(=O)(=O)c1ccc(C(=O)Nc2nnc(C3CC3)o2)cc1 | -6.9%
Fc1ccc(N/N=C/c2cccnc2)c(F)c1 | 0.1%
COc1ccccc1NC(=O)CSc1c2c(nc3ccccc13)CCC2 | 3.1%
Cc1nc(S/C(C(=O)O)=C2/C(=O)Nc3ccccc32)n[nH]1 | 7.6%[57.5 µM]
COc1cc(C(=O)NCCC(=O)NCCc2ccc(Cl)cc2)cc(OC)c1OC | 3.9%
O=C(CN1CCN(Cc2ccc(Cl)cc2)CC1)N/N=C/c1ccccc1F | -9.4%[57.5 µM]
NS(=O)(=O)c1cccc(NC(=O)COC(=O)/C(=C/c2cccs2)c2cccs2)c1 | 3.4%
COc1ccccc1N(Cc1cc(=O)[nH]c2ccccc12)C(=O)c1cccc([N+](=O)[O-])c1 | 2.9%[57.5 µM]
O=C(C(=O)N1CCCc2ccccc21)N1CCCc2ccccc21 | -0.7%
O=C(N/C=C\n1cnc2cc(C(F)(F)F)ccc21)c1ccc([N+](=O)[O-])cc1 | 1.0%[57.5 µM]
Cc1ncc(CO)c(/C=N/NC(=S)Nc2ccc(C(C)C)cc2)c1O | -6.8%[57.5 µM]
CNC(=S)NCCc1c[nH]c2ccc(OC)cc12 | -1.4%

Filtered by structure, the compounds so far containing a tert-butyl group
SMILES | ERK EGF inh
CC(C)(C)C(=O)NC1(C(F)(F)F)NC(=O)N(Cc2ccccc2)C1=O (centres undefined) | -6.1%[57.5 µM]
CC(C)(C)NC(=O)NC(=O)COC(=O)CNC(=O)C1CCCCC1 | 3.9%
Cn1nc(C(C)(C)C)c(NC(=O)c2sccc2Cl)c1C(C)(C)C | -5.6%[57.5 µM]

Screening data from PubChem.
